HT1080 IDH1KD tx – toxicity to HT-1080 IDH1 knockdown cells (counter line); HT-1080 IDH1 knockdown viability, ATP luminescence, 48 h; Potency, µM (top dose mostly 46.1 µM), inactives show at the top dose activity, negative = toxicity, actives largely listed as cytotoxic; actives 2% (n = 360,000);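 note: potency is the fitted concentration of half-maximal effect; 0% = DMSO wells and -100% = cell-free medium wells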
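Cytotoxicity counter-line: IDH1KD HT-1080, 48 h, CellTiter-Glo. Curves classed by r2, magnitude and activity.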
ATXN2 expr inh – reduces ATXN2 reporter expression in HEK-293 cells; HEK-293 ATXN2-luciferase reporter, luminescence, 24 h; Potency, µM (series often up to 57 µM), without a hit: at the top dose activity change, negative = inhibition, most hits filed as inhibitors; actives 0.72% (n = 360,000); AID 1745845; note: potency is the fitted concentration of half-maximal effect; % is set by controls: 0 for no effect and ±100 for the full control effect; nearly all actives have a fitted effect of over 55% in size
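qHTS (up to 57 uM final) was run with 24 h compound exposure of reporter cells at 37 °C. Each well was multiplexed: SteadyGlo luminescence measured ATXN2-luciferase expression after a fluorogenic Gly-Phe-AFC viability readout (25 uM final).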
S2 tox – cell viability loss in ATXN counter-screen | S2 cells (HEK-293 line with an ATXN2-luciferase reporter) viability, CellTiter-Fluor protease fluorescence, 24 h | Potency, µM (series often up to 56.7 µM), hits mostly cytotoxic | actives 0.49% (n = 400,000); note: potency is the fitted concentration of half-maximal effect; nearly all actives have a fitted effect of over 40% in size
KB-3-1 tox – KB-3-1 parental cell cytotoxicity | Potency, µM (top dose mostly 46.1 µM), for inactives: at the highest dose activity change, negative = cytotoxic, actives largely listed as cytotoxic | actives 1.4% (n = 400,000) | KB-3-1 viability, CellTiter-Glo ATP luminescence, 72 h; note: potency is the fitted concentration of half-maximal effect; % is set by controls: 0 for no effect and ±100 for the full control effect; nearly all actives have a fitted effect of over 60% in size
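Screening of KB-3-1 cells (DMEM, 10% FBS, phenol-red free) ran from lowest to highest compound concentration; after 72 h at 37 °C viability was read luminescently and curves fitted.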
KB-V1 MDR tox – KB-V1 MDR subline cytotoxicity; KB-V1 MDR cells viability, CellTiter-Glo, 72 h; Potency, µM (highest dose often 46.1 µM), for inactives: at the top dose activity change, negative = cytotoxicity, most hits filed as cytotoxic; actives 3.4% (n = 400,000); note: potency is the fitted concentration of half-maximal effect; % is set by controls: 0 for no effect and ±100 for the full control effect; nearly all actives have a fitted effect of over 60% in size
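Drug-selected KB-V1 cells, grown in DMEM lacking phenol red with 10% FBS, receive compound titrations; after three days at 37 degrees C, surviving cell ATP is quantified by CellTiter-Glo luminescence and responses normalized and curve-fitted.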
HT1080NT lethal – kills 2HG-producing HT-1080-NT fibrosarcoma cells; HT-1080-NT fibrosarcoma viability, CellTiter-Glo ATP luminescence, 48 h; actives 1.6% (n = 360,000); AID 686970; Potency, µM (top dose mostly 46.1 µM), inactives show at the highest dose activity, negative = less viability, actives largely listed as cytotoxic;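 note: NT is the 2HG producing partner of a matched IDH1 knockdown line; potency is the fitted concentration of half-maximal effect; 0% = DMSO-treated cells and -100% = media-only wells without cells; nearly all actives have a fitted effect of over 55% in size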
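HT-1080-NT fibrosarcoma cells (2HG-overproducing), 750 cells/well in RPMI with 5% FBS, dosed after 2 h and incubated 48 h at 37C. CellTiter-Glo luminescence normalized to DMSO and no-cell wells; concentration-response curves fitted and classed.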
IL1B secr inh – inflammasome signaling inhibition, IL-1 beta readout; activity change, % at 57.5 µM; THP-1 LPS/ATP IL-1B secretion, AlphaLISA, 16 h; stronger effect = lower value; AID 743279; actives 4.7% (n = 360,000); in the data active = activity change below about -50%; inconclusive = mostly about -30% to -49%; note: % is set by controls: 0 for no effect and ±100 for the full control effect
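THP-1 cells pretreated 1 hr with compounds (up to 57.5 uM final), then stimulated with LPS (250 ng/mL final) plus ATP (1.25 mM final); secreted IL-1B measured by AlphaLISA after 16 hr, decreased signal indicating inhibition.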
SW480 rerep – inducers of DNA re-replication in SW480 colon cancer cells. SW480 DNA re-replication, Hoechst DNA content imaging, 48 h. Potency, µM (series often up to 46.1 µM), for inactives: at the highest dose re-replication activation, usual class: activators. actives 1.8% (n = 340,000); note: potency is the fitted concentration of half-maximal effect; % of control where 0% means no effect; nearly all actives have a fitted effect of over 55% in size
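Hoechst fluorescence of nuclei (405 nm excitation, 500-530 nm emission) measured by plate-scanning imager after 48 hr compound exposure at 37 C; re-replication scored as increased number of nuclei with elevated intensity.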
MCF10A rerep – inducers of DNA re-replication in MCF 10A breast cells. actives 2.9% (n = 350,000). MCF 10A DNA re-replication, Hoechst nuclear intensity, 48 h. Potency, µM (doses to about 46.1 µM), inactives show at the top dose activity, positive = re-replication, actives largely listed as activators; note: potency is the fitted concentration of half-maximal effect; % of control where 0% means no effect; nearly all actives have a fitted effect of over 50% in size
The depositor's hits bear a star; i = inactive; ? = inconclusive; / = no result given; [ ] = another dose, or the depositor's remark. Unless noted, calls come from the whole dose curve; as a rule, active = well fitted curve in the direction sought with a large enough effect; inconclusive = small, poorly fitted or top-dose-only effect, or another doubt; inactive = no such curve, though single readings can be large; an effect the other way counts as inactive or inconclusive.

SMILES	HT1080 IDH1KD tx	ATXN2 expr inh	S2 tox	KB-3-1 tox	KB-V1 MDR tox	HT1080NT lethal	IL1B secr inh	SW480 rerep	MCF10A rerep
O=C(CCC1CCN(C(=O)c2cccc(Cl)c2F)CC1)Nc1ccccc1	2%	5%	i	/	/	0%	-7	?	-6%
COc1ccc(-c2ccc3c(c2)c(Sc2ccccc2)c(-c2ccccc2)n3C)cn1	5%	-14%	?	?	9%	11%	24	/	/
N/C(=N\OC(=O)COc1ccc([N+](=O)[O-])cc1)c1ccncc1	-10%	-9%	i	-4%	-9%	-1%	27	-7%	7%
CCOc1ccc(S(=O)(=O)N2CCOCC2)cc1NC(=O)c1ccccc1F	7%	-14%	i	-7%	?	13%	-19	-14%	0%
O=C(Cc1ccc(Cl)cc1)N/N=C/c1ccccc1	-1%	/	i	-1%	?	-7%	-8	?	0%
Cc1noc(C)c1S(=O)(=O)N(CC(=O)Nc1ccc2c(c1)OCCO2)c1ccc(C(C)C)cc1	-17%	-25%	i	-19%	-23%	-29%	?	?	?
COc1ccc([C@@H]2CC=C(C(=O)O)[C@H](c3ccc(Br)cc3)N2S(=O)(=O)c2ccccc2C)cc1	-17%	1%	?	0%	0%	-16%	0	-4%	4%
CCOC(=O)N1CCN(C(c2ccccc2)c2sc3nc(C)nn3c2O)CC1 (configuration not stated)	24%[9.24 µM]	0%	i	16%	8%	6%	24	2%	-1%
COCCNC(=O)CCCn1c(=O)c2cc(OC)c(OC)cc2n(CC(=O)NCCC2=CCCCC2)c1=O	16%	/	i	-14%	5%	19%	0	?	-3%
COC(=O)c1ccccc1NC(=O)c1ccc(-c2nc(COc3ccccc3)c(C)o2)cc1	/	-10%	i	6%	-10%	/	/	/	/

Six entries from above, arranged by molecular weight, high to low.
SMILES	HT1080 IDH1KD tx	ATXN2 expr inh	S2 tox	KB-3-1 tox	KB-V1 MDR tox	HT1080NT lethal	IL1B secr inh	SW480 rerep	MCF10A rerep
COCCNC(=O)CCCn1c(=O)c2cc(OC)c(OC)cc2n(CC(=O)NCCC2=CCCCC2)c1=O	16%	/	i	-14%	5%	19%	0	?	-3%
Cc1noc(C)c1S(=O)(=O)N(CC(=O)Nc1ccc2c(c1)OCCO2)c1ccc(C(C)C)cc1	-17%	-25%	i	-19%	-23%	-29%	?	?	?
COC(=O)c1ccccc1NC(=O)c1ccc(-c2nc(COc3ccccc3)c(C)o2)cc1	/	-10%	i	6%	-10%	/	/	/	/
COc1ccc(-c2ccc3c(c2)c(Sc2ccccc2)c(-c2ccccc2)n3C)cn1	5%	-14%	?	?	9%	11%	24	/	/
CCOc1ccc(S(=O)(=O)N2CCOCC2)cc1NC(=O)c1ccccc1F	7%	-14%	i	-7%	?	13%	-19	-14%	0%
N/C(=N\OC(=O)COc1ccc([N+](=O)[O-])cc1)c1ccncc1	-10%	-9%	i	-4%	-9%	-1%	27	-7%	7%

Next compounds follow:
SMILES	HT1080 IDH1KD tx	ATXN2 expr inh	S2 tox	KB-3-1 tox	KB-V1 MDR tox	HT1080NT lethal	IL1B secr inh	SW480 rerep	MCF10A rerep
CCc1ccc(CNC(=O)C2CCC(=O)N(CCc3ccc(Cl)cc3)C2)nc1 (configuration not stated)	0%	-19%	i	5%	0%	6%	-5	1%	-4%
Cc1ccc(-c2nnc(NC3CCCCC3)c3ccccc23)cc1S(=O)(=O)N1CCN(C)CC1	-11%	?	/	17%	23µM*	-28%	?	1%	14%
CC(C(=O)NCC1CCCO1)c1ccc([N+](=O)[O-])cc1 (configuration not stated)	-5%	9%	i	6%	29%	-4%	-14	1%	1%
CC(OC(=O)C12CC3CC(CC(O)(C3)C1)C2)C(N)=O (configuration not stated)	29%	-9%[11.3 µM]	i	1%	26%	14%	27	-12%	-9%
COCCn1cnc2c1c(=O)n(Cc1c(F)cccc1Cl)c(=O)n2Cc1ccccc1	-15%	-6%	i	-1%	?	-17%	-6	6%	?
COC(=O)C1=C(Nc2ccccc2NC(=O)CCCC(=O)O)CSC1	14%	22%	i	5%	32%	1%	10	-12%	4%
COc1ccc(-c2ccc3c(c2)C2CC3CCN2C(=O)C(C)(C)C)cc1 (configuration not stated)	-1%	-19%	?	?	-15%	-2%	-6	?	4%
CCN(CC(=O)Nc1ccc2c(c1)OCCO2)Cc1cc(=O)n2ccsc2n1	-6%	/	i	?	-25%	-4%	0	2%	-3%
CCNC(=O)CC1SC(=Nc2ccc(C)cc2)N(CC)C1=O (configuration not stated)	14%	5%	i	10%	21%	2%	5	2%	1%
O=C(CO/N=C/c1cccc([N+](=O)[O-])c1)NC1CCCCC1	13%	-17%	i	-1%	3%	11%	-1	-6%	-1%
c1ccc2c(c1)Oc1ccccc1S2	3%	5%	i	0%	0%	3%	-20	-1%	0%
Cc1cc2c(cc(C(=O)N3CCC(C(=O)N4CCCC4)CC3)n2Cc2c(F)cccc2Cl)o1	0%	-4%	i	-12%	-12%	21%	16	-2%	6%
COc1ccc(OC)c(CCNC(=O)CN2C(=O)CCSc3ccccc32)c1	3%	-9%	i	18%	5%	17%	10	-6%	3%
Nc1ncc2[nH]c(N)nc2n1	7%	7%	i	28%	?	7%	18	-8%	-20%
CCCCOc1ccc2c(c1)/C(=C(\C(Cl)=C(Cl)Cl)[N+](=O)[O-])N2	-2%	5%	i	?	21µM*	9%	0	26%	?
COc1ccc(NC(=O)c2cc(C3CCCCN3C(=O)c3cc(F)ccc3C)on2)c(C)c1 (configuration not stated)	-11%	-18%	i	0%	-6%	0%	27	/	/
O=C(N/N=C/c1ccccc1F)c1ccccc1OCc1ccccc1	-2%	13%	i	-11%	-4%	-13%	21	14%	?
O=C(O)c1ccc(N2CC3CC(C2)c2cccc(=O)n2C3)c(NS(=O)(=O)c2cccc(C(F)(F)F)c2)c1 (configuration not stated)	19%	16%	i	6%	?	0%	19	-1%	0%
CCN1C(=O)c2cccc3c(S(=O)(=O)NCCCN4CCOCC4)ccc1c23	2%	19%	i	3%	-10%	9%	6	-13%	24%
CC(=O)c1cccc(NC(=O)CSc2nnc(-c3ccncc3)o2)c1	-5%	/	?	-33%	-5%	-1%	13	-4%	-5%
C=CCOC(=O)C1=C[C@@H](c2coc3ccccc3c2=O)C[C@@H](OCCCCO)O1	2%	-11%	i	1%	?	-3%	0	-22%	-1%
C=C[C@H]1C(C(=O)OCC)=CC[C@@H](c2ccccc2)N1S(=O)(=O)c1ccc(C)cc1	-17%	-8%	i	?	?	-15%	13	/	/
CCN1CCN(C(=O)C(=O)c2cn(CC(=O)N3CCCCCC3)c3ccccc23)CC1	26%	3%	i	-16%	-12%	11%	i	-4%	1%
CCC(NS(=O)(=O)c1ccc(C)cc1)C(=O)N1CCOCCOCCOCCOCC1 (configuration not stated)	7%	-26%	?	8%	5%	9%	9	-2%	3%
O=C(c1ccco1)N1N=C(c2ccc(Cl)cc2)CC1(O)C(F)(F)F (configuration not stated)	-16%	-10%	i	2%	-21%	-17%	?	-16%	11%
C=CCN1C(=O)C(CC(=O)NCC)SC1=Nc1ccccc1OC (configuration not stated)	6%	3%	i	2%	-12%	3%	12	20%	9%
Clc1ccc(-n2nnc(-c3ncc[nH]3)n2)cc1Cl	4%	28%	i	1%	?	-1%	-5	-2%	-9%
Cc1ccc(C(=O)CC2(O)C(=O)N(C)c3ccccc32)o1 (configuration not stated)	6%	1%	i	3%	0%	-1%	8	-8%	5%
O=[N+]([O-])c1cccc(S(=O)(=O)Nc2ccc(Cc3ccncc3)cc2)c1	-4%	/	i	-10%	16µM*	9%	5	-27%	17%
O=S1(=O)CC(N2CCN(CCO)CC2)CN1Cc1cn(Cc2ccccc2C(F)(F)F)nn1 (configuration not stated)	12%	12%	i	0%	8%	14%	4	/	/
O=C(CSc1ncnc2sccc12)Nc1ccccc1F	-9%	-13%	i	-1%	-6%	4%	3	-4%	1%
O=c1c2c3c(sc2nc2n1CCC2)CCC3	0%	1%	i	12%	5%	5%	-16	-42%[inhibitor]	-3%
O=C(COC(=O)CNC(=O)c1ccc2c(c1)OCO2)Nc1ncc(Cl)cc1Cl	-1%	5%	i	9%	?	-1%	-15	-6%	0%
Cc1c(C(=O)Nc2nnc(C3CC3)s2)oc2ccccc12	2%	71%[activator]	i	29%	0%	-8%	25	4%	0%
COCCCn1c(SCC(=O)NC2CCCCC2)nc2ccccc2c1=O	2%	-33%	i	11%	?	0%	-8	-6%	24%
CC(C)=C[C@H]1C[C@H](C)[C@H]2CC[C@H](C)c3c(O[C@@H]4OC[C@@H](O)[C@H](O)C4O)c(O)c(C)c1c32 (some centres not stated)	?	?	?	1%	-6%	?	-74*	-92%[inhibitor][9.22 µM]	21µM*
COc1ccc(CNC(=O)c2noc3c2CCCCC3)cc1	?	38%[activator]	i	-13%	-3%	20%	15	-23%	6%
O=C(O)c1ccccc1SCCS(=O)(=O)c1ccc(Cl)cc1Cl	-2%	/	i	-25%	16%	-3%	36	-2%	10%
COC(=O)C1=C(CN2CCSCC2)NC(=O)NC1c1cc(C)ccc1C (configuration not stated)	-1%	-16%	?	-16%	-4%	-1%	13	-3%	0%
COc1cc(/C=N/NC(N)=O)ccc1OCC(=O)N1C(C)CCCC1C (configuration not stated)	0%	3%	i	12%	6%	1%	12	-3%	-31%[inhibitor]
N#Cc1cc(-c2ccccc2)cnc1Sc1ccc(Cl)cc1	6%	2%	i	-9%	?	10%	-2	10%	13%
COc1ccc(Cn2c(C3CCCCC3)nc3c(c(=O)c4ccccc4n3C)c2=O)cc1	6%	/	i	-16%	?	3%	20	-4%	-2%
COc1cc(CNc2ccc(N3CCOCC3)cc2)cc(Br)c1OC	-1%	/	i	-26%	-12%	-1%	-15	?	13%
Nc1ccc2c(c1)C(=O)c1ccc(N)cc1-2	2%	0%	i	1%	8%	-2%	-76*	-2%	1%

Screening results: PubChem, National Center for Advancing Translational Sciences (NCATS)
